# Bioassay records from PubChem.
# TCR-CD3 inh = inhibitors of human TCR-CD3 interaction, primary screen, biochemical, fluorescence, TAMRA-labeled TCR probe. T-cell receptor (TCR). inhibition, % at 9.4 µM. 360,000 compounds, 0.37% hits; in the data active = inhibition above about 19%;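 also: recombinant mutant TCR 2C K166C tagged with TAMRA read by polarization; 0% = receptor in buffer alone and 100% = receptor with positive control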
# PG9 binder = binders of HIV-1 gp120 antibody PG9, primary screen, biochemical, TR-FRET | inhibition, % at 6.7 µM | 360,000 compounds, 0.43% hits | HIV-1 gp120 / PG9 antibody interaction | TR-FRET gp120-PG9 antibody binding; in the data active = inhibition above about 8.5%
# PRMT1 FP inh = PRMT1 methyltransferase inhibitors, primary screen, biochemical, fluorescence polarization; inhibition, % at 2.79 µM; recombinant PRMT1, activity-based probe fluorescence polarization; 370,000 compounds, 1.3% hits; Protein arginine N-methyltransferase 1 (Homo sapiens), Q99873;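 active = inhibition above about 21% made by adding two undisclosed values, limit read from the data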
# SIAE inh = human SIAE inhibitors, primary screen, biochemical, fluorescence polarization, FP-Rh probe, 1536-well HTS. AID 1053197, 2014. inhibition, % at 9.66 µM. SIAE FP-Rh probe binding. 370,000 compounds, 0.69% hits. Sialate O-acetylesterase (Homo sapiens), Q9HAT2;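 active = inhibition above a cutoff: mean of compounds within the control limits plus 3 SD of those, cut at about 17% in these data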;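 also: 0% = plate median of compound wells and 100% = probe without SIAE protein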
# Target sequence (Q9HAT2 whole entry, looked up): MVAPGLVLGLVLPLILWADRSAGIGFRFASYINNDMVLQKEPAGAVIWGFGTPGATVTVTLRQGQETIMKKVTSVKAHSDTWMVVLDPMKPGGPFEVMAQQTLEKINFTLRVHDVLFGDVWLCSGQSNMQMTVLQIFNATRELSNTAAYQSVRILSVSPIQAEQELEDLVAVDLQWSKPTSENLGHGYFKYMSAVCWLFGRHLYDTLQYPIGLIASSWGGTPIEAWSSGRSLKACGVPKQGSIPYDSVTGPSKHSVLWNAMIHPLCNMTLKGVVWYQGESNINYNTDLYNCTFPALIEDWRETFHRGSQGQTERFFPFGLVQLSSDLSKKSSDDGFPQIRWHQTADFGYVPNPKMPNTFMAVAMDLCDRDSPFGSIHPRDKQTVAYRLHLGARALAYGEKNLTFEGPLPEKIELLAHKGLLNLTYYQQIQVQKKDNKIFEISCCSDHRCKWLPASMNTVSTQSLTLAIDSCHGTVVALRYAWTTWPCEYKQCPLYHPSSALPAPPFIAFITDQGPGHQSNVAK
# TDP2 absorb = human TDP2 enzyme inhibitors, primary screen, biochemical, epi absorbance, recombinant enzyme. Tyrosyl-DNA phosphodiesterase 2 (Homo sapiens), O95551. T5PNP hydrolysis, p-nitrophenol absorbance 415 nm. inhibition, % at 12.8 µM. 370,000 compounds, 0.34% hits. AID 720702, 2013;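 active = inhibition above the mean of all tested compounds plus 3 SD, set per campaign, cut at about 25% in these data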;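 also: 0% = DMSO with enzyme and 100% = buffer with substrate but no TDP2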
#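 test system = human TDP2 enzyme | input = TDP2 enzyme at 120 nM final | medium = 50 mM Tris-HCl pH 7.5 with Mg2+, KCl, DTT, BSA | also added = T5PNP substrate, 5 mM | times = 2 h at 37 °C | technique = epi absorbance | benchmarks = high control without enzyme, low control DMSO plus TDP2 | replication = each compound tested once, singlicate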
# Tn7 DDE FP = inhibitors of Tn7 peptide binding to fibrin DD(E), primary screen, biochemical, fluorescence polarization, human fibrin, Tn7 probe; Fibrinogen beta chain (Homo sapiens), P02675; FP displacement of FITC-Tn7 peptide from fibrin DD(E); 0% = median of compound wells per plate; inhibition, % at 8.3 µM; 370,000 compounds, 0.13% hits;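 active = inhibition above the mean of compounds falling within the control limits plus 3 SD of them, cut at about 14% in these data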;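 also: 0% = plate median of compound wells and 100% = 10 µM Aha-Tn7 peptide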
#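 Assay system: human fibrin DD(E) protein / Input: 2 µM fibrin DD(E) / Benchmarks: high control of 10 µM Aha-Tn7 peptide / Measured by: fluorescence polarization of the labelled Tn7 tracer / Medium: Tris buffer with calcium and detergent, pH 7.8 / Timing: 10 min compound pre-incubation, 3 h probe incubation at room temperature / Repeats: one replicate per compound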
# LEDGF integ inh = blockers of LEDGF/p75-dependent integrase strand transfer – biochemical, TR-FRET, high throughput, primary screen; TR-FRET IN-LEDGF/p75 DNA integration, Eu/Cy5; 370,000 compounds, 0.64% hits; inhibition, % at 3.7 µM;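 active = inhibition above the screen-wide mean plus 3 SD, cut at about 13% in these data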;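 also: signal is the Cy5 over europium emission ratio at 671 and 618 nm; 0% = plate median of compound wells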
# UHRF1 binding = UHRF1 methylated DNA binding inhibitors, primary screen, counter-screen for MBD2 inhibitor project, biochemical, TR-FRET, human UHRF1, single concentration. E3 ubiquitin-protein ligase UHRF1 (Homo sapiens), Q96T88. UHRF1 binding to methylated oligo. inhibition, % at 4.4 µM. 370,000 compounds, 0.75% hits; in the data active = inhibition above about 21%;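 also: UHRF1 SRA domain binding a hemimethylated CpG hairpin DNA probe; 0% = median of test compound wells and 100% = reference inhibitor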
# HTRA1 inh = HTRA1 serine protease inhibitors, primary screen, biochemical, fluorescence polarization, HTS; Q92743; 340,000 compounds, 0.5% hits; inhibition, % at 5.96 µM; AID 504803, 2011; recombinant HTRA1, FP-rhodamine activity-based probe; in the data active = inhibition above about 36%;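 also: 0% = enzyme with DMSO and 100% = wells lacking enzyme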
# ABHD4 inh = ABHD4 inhibitors, primary screen, biochemical, fluorescence polarization, mouse; (Lyso)-N-acylphosphatidylethanolamine lipase (Mus musculus), Q8VD66; purified mABHD4, FP-Rh probe fluorescence polarization; inhibition, % at 8.92 µM; 370,000 compounds, 0.54% hits;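 active = inhibition exceeding the mean over every tested compound plus 3 SD, cut at about 30% in these data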;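 also: 0% = plate median of compound wells and 100% = S159A mutant with DMSO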
# Target sequence (Q8VD66 whole entry, looked up): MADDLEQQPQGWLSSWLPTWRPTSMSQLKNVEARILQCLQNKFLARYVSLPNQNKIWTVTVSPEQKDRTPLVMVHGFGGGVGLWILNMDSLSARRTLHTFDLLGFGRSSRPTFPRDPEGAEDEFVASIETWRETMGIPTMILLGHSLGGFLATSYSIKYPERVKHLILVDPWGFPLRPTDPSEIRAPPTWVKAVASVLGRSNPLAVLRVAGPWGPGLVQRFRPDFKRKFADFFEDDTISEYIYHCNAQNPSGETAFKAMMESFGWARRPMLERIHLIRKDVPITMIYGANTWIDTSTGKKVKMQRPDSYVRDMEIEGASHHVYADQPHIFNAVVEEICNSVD
#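 Test system: mABHD4 protein; Read-out basis: % inhibition; Incubation: 45 min + 60 min at 25 °C; Repeats: single replicate; Technique: fluorescence polarization with parallel and perpendicular emission, 525/598 nm; Compound: 8.92 µM, single dose; Benchmarks: full inhibition S159A mutant plus DMSO, zero as sample-well median.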
# * = called active by the depositor; nt = no result given.
molecule	TCR-CD3 inh	PG9 binder	PRMT1 FP inh	SIAE inh	TDP2 absorb	Tn7 DDE FP	LEDGF integ inh	UHRF1 binding	HTRA1 inh	ABHD4 inh
C[C@]1(C2CCCC2)Cc2cc(OCC(=O)O)c(Cl)c(Cl)c2C1=O	10.3	-2.1	-3.4	0.9	-1.8	2.0	-1.8	2.5	-0.7	-1.6
N#Cc1cccc(NC(=O)O[C@@H]2CC[C@@]34CCCN3C(=O)CCC[C@H]4C2)c1	nt	nt	1.1	-7.7	-2.0	-5.9	2.8	1.4	nt	-3.1
Cc1ccc(C)c(S(=O)(=O)Nc2cccc(-n3cnnn3)c2)c1	-2.5	-1.0	-2.2	-6.7	-7.8	-2.7	-0.1	-0.4	-12.6	-5.3
O=C(COc1cccc2c1CCNC2=O)NC1CCCCC1	8.7	0.3	-8.6	0.1	-3.2	-3.5	1.1	0.6	-2.1	4.4
Cc1ccccc1N1CCN(C2CCCN(C(=O)CCC(=O)N(C)C)C2)CC1 (centres undefined)	10.7	-1.5	-5.4	6.3	-16.2	-0.1	0.8	-3.3	2.5	-4.9
Cc1cc(C)n2nc(C(=O)OCC(=O)Nc3ccc(C)c(F)c3)nc2n1	-4.2	0.6	2.0	-4.0	1.4	-0.4	-4.7	-2.5	-0.2	1.0
O=S(=O)(NCc1ccccc1)c1cc(Br)ccc1Br	1.3	0.5	-2.6	-2.9	-0.9	-3.7	6.4	-1.3	nt	-2.8
Cc1ccc(CN2CCNC(=O)C2CC(=O)N(C)C2CCOCC2)cc1 (centres undefined)	6.1	-1.4	0.0	3.0	11.5	8.7	-0.1	-3.9	4.6	3.1
O=C(CNc1ccc(Cl)c(C(F)(F)F)c1)N1CCN(S(=O)(=O)c2ccccc2)CC1	2.9	-0.7	-2.8	1.5	-10.7	-2.1	2.4	-2.2	-15.2	-10.6
CC(C)(C)OC(=O)NCCCCCc1nnc(SCC(=O)Nc2cccc(Cl)c2)o1	10.1	-4.0	0.0	4.5	-1.3	-5.5	1.3	0.1	-7.7	-5.7
CCOC(=O)c1oc2c(CN3CCN(CCO)CC3)c(O)c(CC)cc2c(=O)c1-c1nc2ccccc2s1	7.6	-2.8	2.4	2.8	7.4	-3.1	7.0	15.0	-13.8	9.8
COc1ccc(-c2cn(-c3ccc(SC(F)F)cc3)c3[n+]2CCC3)cc1OC	6.5	-3.5	1.6	3.0	15.1	-9.2	-1.3	0.8	1.0	-3.4
CC1=CC(=O)C=C(C)C1=NOc1ccc([N+](=O)[O-])cc1	11.7	2.8	0.0	-1.9	-8.0	-6.5	2.5	-3.5	2.2	3.9
CC(C)Cn1nnc2c(=O)oc3ccccc3c21	-2.0	1.5	-2.2	-2.8	9.2	4.6	-3.0	-3.1	4.2	4.9
C=CCc1ccccc1OCCn1nnc2ccccc21	-2.2	-1.4	-2.9	-2.5	-5.9	-0.6	6.0	-3.5	-6.5	-5.0
Cc1cc(Nc2ccc(Br)cc2)nc2ccccc12	7.7	1.6	2.2	7.1	-2.6	-4.3	1.1	0.0	-11.1	13.1
COC(=O)c1nc2n(n1)C(c1cccc(Cl)c1)C1=C(CCCC1=O)N2 (centres undefined)	7.5	0.7	1.6	-0.9	-2.8	9.4	-1.9	0.7	-5.1	-1.7
COc1ccccc1C(=O)NC1CCCCN(Cc2ccc(C)cc2)C1=O (centres undefined)	nt	nt	-2.8	-2.5	6.0	-1.9	1.7	-0.3	nt	-1.1
COc1cccc(CNC(=O)CCl)c1	-4.2	-3.1	2.1	-3.1	4.6	1.6	2.2	4.5	3.4	-3.1
Cc1nn(-c2ccccc2)c(C)c1NC(=O)COC(=O)c1cc([N+](=O)[O-])ccc1NCCO	1.9	0.3	1.6	3.0	-7.1	5.0	-2.5	1.0	-0.5	-7.7
CCN(CC(=O)Nc1c(F)cccc1F)C(=O)c1ccc(COc2ccccc2)o1	0.3	1.4	2.0	2.9	-10.9	-0.9	-5.5	4.2	-9.9	0.7
COC(=O)CC1COc2ccccc2N1C(=O)c1ccc(OC)cc1 (centres undefined)	8.7	0.7	-2.2	-4.1	-0.1	2.6	-0.1	0.2	-2.2	6.8
O=C(Nc1ccc(N2CCOCC2)c(Cl)c1)c1ccc([N+](=O)[O-])o1	-1.6	-0.2	1.9	3.8	-10.0	3.0	-2.1	4.7	-0.4	2.9
Fc1ccccc1N1CCN(C(c2ccncc2)c2nnnn2C2CCCC2)CC1 (centres undefined)	7.5	-1.7	3.7	4.2	-2.5	-11.3	0.1	-4.8	2.1	-0.8
CCC(=O)Nc1nnc(SCCN2CCOCC2)s1	1.5	-0.6	-3.9	6.0	3.3	-5.5	4.2	8.1	1.7	-1.4
COc1ccc2nc3oc(C(=O)N4CCC(C(N)=O)CC4)cc3cc2c1	2.2	-0.2	-1.3	-0.4	4.7	4.0	1.3	-6.2	-0.1	-1.3
CC1(C)Cc2nc3sc(C(=O)NCCCO)c(N)c3cc2CO1	-5.5	-1.0	15.2	4.6	-17.9	3.7	-5.1	1.5	-0.4	-12.3
O=S(=O)(Cc1noc(-c2ccc(OC(F)(F)F)cc2)n1)c1ccc(F)cc1	-6.6	-1.1	-0.3	-2.8	1.1	6.4	0.9	-0.4	nt	-6.2
COc1ccc(CNC(=O)c2ccc(CS(=O)(=O)c3ccc(OC)cc3)o2)cc1	0.7	-1.9	-1.4	4.3	4.8	3.2	-2.6	3.0	-2.2	1.8
CCc1cc(OCCCSc2nc(C)cc(=O)[nH]2)ccc1Cl	10.2	-0.8	-0.8	-1.5	-13.2	-1.6	-2.8	-4.4	-10.4	-6.6
Cc1ccc(CN2CCN(CC(=O)NC(C)CCc3ccccc3)C2=O)cc1 (centres undefined)	-5.7	1.5	3.2	1.5	10.7	6.4	-1.4	0.5	2.1	0.6
CCN(CC)C(=O)CSc1nnc(COc2ccc(OC)cc2)n1N	-4.4	-0.4	1.8	6.8	-8.3	6.8	-8.2	7.7	3.7	3.1
COC(=O)c1ccccc1NC(=O)CNc1cc(OC)c(OC)cc1C	-8.2	-3.0	7.7	3.0	-5.0	-0.8	-3.9	-1.0	26.8	15.4
Cc1ccsc1/C=N/NC(=O)CN1CCN(S(=O)(=O)c2ccc(Br)cc2)CC1	3.5	-1.9	-0.1	5.6	-9.8	6.6	2.6	-2.1	-1.3	4.7
O=C(NCCN1C(=O)S/C(=C\c2ccccc2)C1=O)C1CCN(S(=O)(=O)c2cccs2)CC1	4.3	0.5	-3.4	-10.3	-1.2	-3.0	3.7	-0.6	4.8	-11.4
O=S1(=O)CCC(NS(=O)(=O)/C=C/c2ccccc2)C1 (centres undefined)	2.8	-4.1	-1.1	2.1	14.2	4.4	-0.3	4.2	16.4	2.4
CCC(c1nnc(SCC(=O)Nc2ccc(C(N)=O)cc2)n1Cc1ccccc1)N(C)C (centres undefined)	0.0	-1.0	-0.6	9.3	-4.5	-4.5	2.4	1.7	-1.4	7.2
O=C(COC(=O)c1ccccc1C(=O)c1ccccc1)NCc1ccc(F)cc1	2.5	0.0	-2.6	7.6	13.5	5.1	-0.8	0.9	0.1	-6.4
O=C(CSc1nc(-c2ccccc2)cs1)NCCCN1CCCC1=O	-1.7	-0.1	-0.2	2.8	11.9	10.1	0.2	0.9	-3.4	1.8
O=C(/C=C/c1ccco1)N1CCN(S(=O)(=O)c2cccc([N+](=O)[O-])c2)CC1	6.1	-2.4	-0.2	3.2	12.4	0.3	-0.1	-2.2	-1.4	2.8

# One compound at a time, from the list above. Order of values: TCR-CD3 inh, PG9 binder, PRMT1 FP inh, SIAE inh, TDP2 absorb, Tn7 DDE FP, LEDGF integ inh, UHRF1 binding, HTRA1 inh, ABHD4 inh
# `O=C(CSc1nc(-c2ccccc2)cs1)NCCCN1CCCC1=O` across the screens: -1.7, -0.1, -0.2, 2.8, 11.9, 10.1, 0.2, 0.9, -3.4, 1.8
# `O=C(NCCN1C(=O)S/C(=C\c2ccccc2)C1=O)C1CCN(S(=O)(=O)c2cccs2)CC1` across the screens: 4.3, 0.5, -3.4, -10.3, -1.2, -3.0, 3.7, -0.6, 4.8, -11.4

# The list continues:
molecule	TCR-CD3 inh	PG9 binder	PRMT1 FP inh	SIAE inh	TDP2 absorb	Tn7 DDE FP	LEDGF integ inh	UHRF1 binding	HTRA1 inh	ABHD4 inh
Cc1nnc(SCC(=O)NNC(=O)c2ccc(Cl)cc2)s1	6.7	0.2	4.3	-5.8	2.4	2.3	-3.3	1.8	5.8	-0.3
COc1ccc(NC(=O)CS(=O)(=O)c2cn(CC(=O)N3CCCC3)c3ccccc23)c(OC)c1	-1.7	-0.8	-1.4	6.4	-10.4	0.3	1.7	0.9	3.3	1.6
Fc1ccc(C2NC(=S)NC3=C2N2CCC3CC2)cc1 (centres undefined)	5.8	-1.3	1.2	2.0	1.2	-5.5	3.9	-1.9	-0.9	2.5
CSc1ncccc1C(=O)OCC(=O)c1cccs1	-4.4	-2.2	4.2	-2.9	0.8	-2.1	-5.5	1.5	-2.0	-2.6
NC(=S)N/N=C/c1ccccc1[N+](=O)[O-]	-6.8	-2.5	2.3	6.6	2.2	3.0	-3.4	-4.8	-2.2	3.8
CCOCCCn1c(SCc2nc3ccccc3s2)nc2ccccc2c1=O	2.4	-1.3	1.5	2.7	4.8	-4.2	-1.4	-2.4	-13.0	-11.8
CC1CCc2onc(C(=O)NCc3ccco3)c2C1 (centres undefined)	6.9	-0.6	-3.7	21.4*	3.6	2.3	1.7	-0.8	4.6	3.1
CN(C)c1ccc(/C=C2\SC(=S)N(Nc3ncc(C(F)(F)F)cc3Cl)C2=O)cc1	-20.5	-4.0	-20.1	-29.0	-5.6	-11.3	6.5	-0.9	-20.4	-41.6
CCOP(=O)(OCC)C(Nc1ccccn1)c1ccccc1 (centres undefined)	10.7	0.5	-1.0	4.7	7.6	-2.2	1.7	0.1	2.0	-0.6
O=C(CSc1ncn[nH]1)NCCCc1ccccc1	0.7	-0.5	-0.6	3.1	-4.5	1.7	-1.6	0.4	8.0	7.0
O=c1[nH]c(CN2CCN(c3ccc(O)cc3)CC2)nc2scc(-c3ccc(Cl)cc3)c12	0.6	0.8	18.8	6.0	9.0	6.1	-1.6	0.4	2.8	16.3
